Bioassay records as filed in PubChem BioAssay.
SR-BI HDL uptake = blocks mouse SR-BI lipid uptake from DiI-HDL | ldlA[mSR-BI] CHO cells, DiI-HDL uptake fluorescence, 3 h | inhibition, % at 12.5 µM | 320,000 compounds, 0.96% hits;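 active = mean replicate inhibition of at least 70% and a set share of replicates each scoring 70 or more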;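 note: 0% = median of neutral control wells and 100% = median of positive control wells; values of inactives mirror those of a sister screen read the other way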
dFosB act = mouse delta FosB homodimer activation; purified delta FosB, TAMRA-CDK5 oligo fluorescence polarization; percent of positive-control signal above neutral wells; activation, % at 25 µM; 340,000 compounds, 0.99% hits;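 active = mean activation above about 17%, with every replicate also reaching it, limit read from the data, passing the limit was not always enough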;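 note: fluorescence polarization rise as delta FosB binds a TAMRA Cdk5 AP-1 oligo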
CDK5 inh = inhibitors of human CDK5/p35 kinase. Q00535+Q15078. Recombinant CDK5/p35, ADP-Glo luminescence, 60 min. inhibition, % at 10 µM. 330,000 compounds, 0.01% hits;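 active = highest replicate inhibition of at least 50% and at least 75% of replicates reaching 50%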;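 note: plate controls were DMSO neutral control for no effect and GW8510 at 10 µM for full effect; many of its hits are not listed in these tables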
Target sequence (Q00535 whole entry, looked up): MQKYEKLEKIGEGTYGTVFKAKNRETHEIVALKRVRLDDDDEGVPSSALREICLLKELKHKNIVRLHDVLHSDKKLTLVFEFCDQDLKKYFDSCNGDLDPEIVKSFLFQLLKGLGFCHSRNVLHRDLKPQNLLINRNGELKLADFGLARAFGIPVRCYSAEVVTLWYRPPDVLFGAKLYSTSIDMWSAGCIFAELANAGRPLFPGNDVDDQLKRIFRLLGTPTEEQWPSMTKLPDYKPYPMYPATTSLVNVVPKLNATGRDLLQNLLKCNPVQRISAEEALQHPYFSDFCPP
Target sequence (Q15078 whole entry, looked up): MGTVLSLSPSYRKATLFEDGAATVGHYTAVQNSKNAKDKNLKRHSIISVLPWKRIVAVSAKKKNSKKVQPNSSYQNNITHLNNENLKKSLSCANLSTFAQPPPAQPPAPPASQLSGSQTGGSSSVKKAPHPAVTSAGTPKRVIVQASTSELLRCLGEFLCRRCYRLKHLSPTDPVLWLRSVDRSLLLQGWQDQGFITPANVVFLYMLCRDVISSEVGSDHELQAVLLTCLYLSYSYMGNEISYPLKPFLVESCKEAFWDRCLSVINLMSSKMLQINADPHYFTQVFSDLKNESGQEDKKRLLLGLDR
HTR5A ag ctr = activates human HTR5A in OPRM1-OPRD1 agonist counter-screen; HTR5A agonist assay, luminescence, cell-based; AID 504692; P47898; activation, % at 9.3 µM; 340,000 compounds, 0.61% hits; in the data active = activation mostly above about 9.5%, no sharp cut-off; inactive = mostly below about 7.6%;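 note: 0% = cells with vehicle only and 100% = reference agonist; strong numbers were not always called active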
Target sequence (P47898 whole entry, looked up): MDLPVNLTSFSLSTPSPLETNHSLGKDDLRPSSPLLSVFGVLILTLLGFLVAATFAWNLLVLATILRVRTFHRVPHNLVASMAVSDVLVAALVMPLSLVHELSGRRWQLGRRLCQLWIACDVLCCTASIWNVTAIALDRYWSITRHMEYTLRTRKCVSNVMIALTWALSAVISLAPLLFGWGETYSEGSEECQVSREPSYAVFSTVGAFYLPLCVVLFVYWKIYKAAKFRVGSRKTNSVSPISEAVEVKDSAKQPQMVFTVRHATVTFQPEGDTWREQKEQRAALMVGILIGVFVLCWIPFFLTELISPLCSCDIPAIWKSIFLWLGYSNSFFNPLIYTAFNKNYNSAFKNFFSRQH
HTR5A inv ctr = counter-screen for OPRM1-OPRD1 inverse agonists: human HTR5A inverse agonism; P47898; HTR5A cell line, luminescence; 340,000 compounds, 0.083% hits; inhibition, % at 9.3 µM; in the data active = inhibition mostly above about 23%, no sharp cut-off; inactive = mostly below about 18%;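 note: 0% = cells with DMSO and 100% = no-cell wells with DMSO; some compounds called inactive have numbers as strong as hits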
Wnt bcat act = activates Wnt/beta-catenin signaling in a reporter cell assay; AID 743398; activation, % at 9.35 µM; activator, plate reader; 300,000 compounds, 1.2% hits; in the data active = activation above about 30%, passing the limit was not always enough;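 note: 0% = neutral control wells and 100% = positive control wells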
V-ATPase pH = regulators of yeast V-ATPase proton transport | response, % at 10 µM | S. cerevisiae, pHLuorin cytosolic pH fluorescence | AID 504577 | 350,000 compounds, 0.37% hits; in the data active = response mostly above about 7.3%, no sharp cut-off; inactive = mostly below about 5.4%; note: actives read high; inactives centre near 0; some compounds called inactive have numbers as strong as hits; reference of the scale not given here
PvdQ acylase = blocks Pseudomonas aeruginosa PvdQ acylase activity; purified PvdQ acylase, fluorescence plate reader; 340,000 compounds, 0.063% hits; inhibition, % at 10 µM; in the data active = inhibition above about 30%, passing the limit was not always enough;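 note: 0% = vehicle neutral wells and 100% = reference inhibitor wells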
NSD2 HMT inh = blocks human histone methyltransferase NSD2 | AID 743445 | inhibition, % at 12.5 µM | NSD2 peptide methylation, AlphaScreen, 120 min | 310,000 compounds, 0.54% hits; in the data active = inhibition above about 50%
MITF TRPM1 HTS = activators of MITF-driven TRPM1 promoter activity in SK-MEL-5 cells. SK-MEL-5 TRPM1-promoter luciferase, 24 h; % of positive control, neutral wells = 0. activation, % at 12.5 µM. 300,000 compounds, 0.75% hits. AID 588334;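 active = mean activation of at least 80% with every replicate also reaching 80%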;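 note: 0% = neutral control wells and 100% = parthenolide positive control wells; values of inactives mirror those of a sister screen read the other way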
* hit, by the source's call; . = not tested or not shown.

Fields – SR-BI HDL uptake | dFosB act | CDK5 inh | HTR5A ag ctr | HTR5A inv ctr | Wnt bcat act | V-ATPase pH | PvdQ acylase | NSD2 HMT inh | MITF TRPM1 HTS
1	Cc1[nH]n(-c2ccccc2)c(=O)c1C=NCc1ccncc1
    . | -13 | 1.8 | -3 | 11 | 4 | 5 | 1 | . | 18
2	CCOC(=O)c1[nH]c2ccc(OC)cc2c1NC(=O)CCN1CCc2ccccc2C1
    20 | -3 | -0.4 | 6 | -15 | -6 | -2 | -6 | . | .
3	C[C@H](OC(=O)n1ccnc1)[C@@H]1O[C@@]2(C)CCC[C@@H]1O2
    -9 | 7 | -1.4 | 2 | -24 | -2 | 2 | -9 | . | 8
4	N#CCC(=O)Nc1ccc(C(=O)N2CCN(S(=O)(=O)c3ccc4ccccc4c3)CC2)cc1
    9 | -13 | 0.2 | -4 | 15 | 3 | 0 | -15 | -1 | 4
5	Cn1c(CNC(=O)c2ccc3c(c2)OCO3)nnc1SCC(=O)Nc1ccccc1F
    . | 3 | 1.2 | 2 | -6 | 2 | 1 | -17 | 1 | .
6	O=C(CCN1CCCCC1)N/N=C/c1c[nH]c2ccccc12
    4 | 2 | -0.2 | 7 | 17 | 5 | -3 | 8 | 28 | -10
7	CC(NCc1ccccc1O)c1ccccc1 (centres undefined)
    -16 | -4 | -4.5 | -1 | -42 | 0 | -1 | -11 | -1 | 2
8	N#C/C(=C\c1ccccc1C(F)(F)F)C(=O)Nc1ccccc1
    5 | -4 | 1.4 | 4 | -12 | . | -2 | -10 | -1 | 68
9	CCC(=O)Nc1cccc(NC(=S)NC(=O)c2ccccc2Cl)c1
    14 | -4 | 0.3 | -2 | 6 | . | -3 | -11 | 2 | 41
10	COc1ccc(S(=O)(=O)N2CCCC(C(=O)NC3CCCCC3)C2)cc1 (centres undefined)
    -9 | -3 | -0.6 | -1 | -31 | . | 1 | -6 | 2 | -2
11	CCOC(=O)Cn1nc(NC(=O)c2cc(OC)cc(OC)c2)cc1C
    38 | -13 | 12 | 3 | -12 | -1 | 1 | 2 | -2 | .
12	CC(=O)NC(CCS(C)(=O)=O)C(=O)Nc1cc(C)ccc1C (centres undefined)
    -24 | 3 | 2.3 | 3 | -10 | 0 | 6 | 4 | . | 5
13	COc1ccc(CCNC(=O)CCNC(=O)c2ccco2)cc1OC
    -21 | -3 | 0.1 | -2 | 4 | -1 | -1 | -3 | -2 | 3
14	Cc1ccc(C)c(N2N=C(C(=O)Nc3cccc(S(=O)(=O)N4CCCCC4)c3)CCC2=O)c1
    1 | -12 | 0.3 | -3 | 6 | -2 | 1 | 0 | -3 | -16
15	Cc1ccc(S(=O)(=O)N2CCN(C(=O)CCC(=O)Nc3ccc(Br)c(C)c3)CC2)cc1
    -5 | -3 | -1.1 | 2 | -7 | -4 | -1 | 0 | 6 | 5
16	COc1ccc(CNC(=O)C2CCN(C(=O)c3ccco3)CC2)cc1
    -6 | -1 | 0.8 | -1 | 2 | 1 | -5 | -6 | -1 | 4
17	COC(=O)N/N=C(\C)c1cccc(C(F)(F)F)c1
    0 | -7 | -4.4 | 4 | -10 | 1 | 1 | -14 | -1 | 21
18	CCCCS(=O)(=O)N1CCCC(C(=O)Nc2ccc3c(c2)CCC3)C1 (centres undefined)
    20 | -3 | -0.4 | -1 | -22 | 4 | -2 | -12 | -1 | 5
19	Fc1ccccc1-c1nc2ncccc2o1
    -29 | -16 | 1.2 | 3 | -9 | 7 | -1 | -5 | 0 | 27
20	COc1ccc(O)c(CN2CCC(n3nccc3NC(=O)c3ccccc3Cl)CC2)c1
    2 | -11 | -1.3 | 0 | -1 | 0 | 9.2* | -2 | 1 | 0
21	COc1ccc(C(=O)Cn2nnc(-c3ccccc3F)n2)cc1
    3 | -1 | 5.1 | 8 | -17 | 10 | -3 | 9 | 0 | 14
22	CCN(CC)CCN(C(=O)C1=COCCO1)c1nc2cc3c(cc2s1)OCO3
    8 | 14 | 0.9 | 0 | -1 | -1 | -3 | -9 | 10 | 0
23	Cc1ccc(S(=O)(=O)Nc2cccc(N(C)S(C)(=O)=O)c2)cc1[N+](=O)[O-]
    -15 | 2 | -0.3 | 2 | -30 | 0 | -5 | -6 | -7 | -4
24	NC(=O)C1=C[C@@H](c2csc3ccccc23)C[C@@H](OCc2ccc(CO)cc2)O1
    17 | -4 | -0.7 | 5 | -23 | -2 | 3 | 0 | . | -5
25	O=C(CCN1CCOCC1)NNC(=O)Nc1cccc(Cl)c1
    -8 | -2 | -0.3 | 5 | -12 | 2 | 0 | -9 | -2 | 7
26	CC(C)n1ncc2c(C(=O)O)cc(C3CC3)nc21
    -15 | 4 | 0.2 | 4 | -14 | -4 | -3 | -8 | 11 | 3
27	CC(C)(C)c1ccc(C(=O)N/C(=C\c2ccco2)C(=O)Nc2ccccc2C(=O)O)cc1
    . | -15 | -4.1 | 6 | -17 | 5 | -2 | -9 | 5 | .
28	COc1ccc(-n2nc3c(c2NC(=O)c2c(-c4ccccc4Cl)noc2C)CS(=O)(=O)C3)cc1
    -5 | -4 | 0.3 | -4 | 19 | 0 | -1 | -5 | -1 | 0
29	CC(=O)c1ccc(NC(=O)CSc2ccc(-c3ccco3)nn2)cc1
    3 | -3 | 0.6 | 7 | -22 | 4 | 0 | -10 | . | 10
30	COc1cccc(CN(C)CC(=O)Nc2ccccc2C(=O)Nc2ccccc2)c1OC
    -2 | -8 | -0.1 | 1 | -2 | -2 | -3 | -13 | . | 8
31	CC1CCN(CC(O)CN2c3ccccc3Sc3ccccc32)CC1 (centres undefined)
    -43 | -4 | -1.4 | -1 | 5 | . | -2 | -20 | 34 | 12
32	O=C(O)c1ccc(S(=O)(=O)c2ccccc2)cc1
    27 | -2 | 2.7 | 0 | 1 | 0 | 2 | -10 | -5 | .
33	C=CCNC(=O)c1ccc(Cl)cc1Cl
    -7 | -1 | 0.0 | -1 | 8 | . | -2 | -4 | 0 | 2
34	O=C(CN1CCCC1)N1c2ccccc2Sc2ccc(C(F)(F)F)cc21
    -2 | -7 | 0.8 | 6 | -6 | . | 2 | -10 | 4 | 0
35	Cc1nn(C)c(C)c1S(=O)(=O)N1CCCC(C(=O)N2CCN(c3ccccc3)CC2)C1 (centres undefined)
    12 | -8 | 0.1 | 5 | -16 | -3 | 3 | -10 | . | -13
36	CN(C(=O)COC(=O)/C=C/c1cccc([N+](=O)[O-])c1)C1CCS(=O)(=O)C1 (centres undefined)
    -20 | -2 | -1.1 | 4 | 5 | -1 | 8 | -1 | -4 | -26
37	CNC(=S)N/N=C(\C)c1ccc2c(c1)OCCO2
    0 | 6 | -0.6 | -2 | 6 | 8 | -1 | -5 | 0 | -4
38	Nc1nc(SCc2cccnc2)c2ncn(C3OC(CO)C(O)C3O)c2n1 (centres undefined)
    -26 | -2 | 0.4 | -1 | 2 | -6 | 9 | -9 | 0 | -9
39	CCOC(=O)C1CC2CC(C1)CN(C(=O)C1CCCCC1)C2 (centres undefined)
    -23 | -1 | 1.6 | 2 | -28 | -1 | -1 | -11 | 2 | 11
40	O=C(CCC(=O)N1CCN(S(=O)(=O)c2ccc(Cl)cc2)CC1)Nc1cccc(Br)c1
    -12 | -11 | 1.0 | 1 | -13 | -4 | 6 | -10 | -1 | 7
41	COc1cc(OC)cc(C(=O)OCc2ccc([N+](=O)[O-])cc2)c1
    37 | -2 | 0.0 | -3 | 9 | -3 | 0 | -2 | 0 | 5
42	COc1ccc(C(=O)NC(=S)N2CCCc3ccccc32)cc1OC
    -6 | -9 | 0.6 | 4 | -18 | -2 | 0 | 8 | 1 | 14
43	N#CC1=C(N)Oc2ccc3ccccc3c2C1c1cccnc1 (centres undefined)
    31 | -7 | -0.1 | -3 | 9 | -2 | 0 | -15 | 0 | -30
44	CCCOc1ccc(C(O)CCNC(CC(=O)O)c2ccccc2)cc1 (centres undefined)
    2 | 1 | -1.9 | 2 | -8 | -3 | -2 | 3 | -1 | 9
45	O=C(COc1ccccc1)c1cn(CC(=O)N2CCCC2)c2ccccc12
    16 | -4 | -0.3 | -4 | 11 | -1 | 0 | 9 | -3 | 3
46	Cc1nc2ccccc2c2oc(C(=O)NCCCN3CCCC3=O)cc12
    -17 | -22 | -2.2 | 1 | -2 | -2 | -1 | 10 | . | .
47	CC12CCC(C(=O)NCc3ccccc3Cl)(C(Br)C1=O)C2(C)C (centres undefined)
    -44 | 1 | -1.2 | 0 | 21 | . | 0 | 1 | . | 6
48	O=C(Cn1nnc(-c2cccc(C(F)(F)F)c2)n1)N1CCCCCC1
    8 | -8 | -0.7 | -2 | -17 | -2 | 2 | -8 | -6 | -2
49	Oc1cccc2ccc(/C=C/c3ccccc3Cl)nc12
    17 | 0 | 2.0 | -17 | 62* | 21 | -3 | -1 | -1 | 4
50	O=C(O)c1ccc(-c2nc(-c3ccc(Cl)c(Cl)c3)cs2)cc1
    -5 | -31 | 0.9 | -8 | 7 | . | 3 | -9 | 0 | 73

(listing goes on)
Fields – SR-BI HDL uptake | dFosB act | CDK5 inh | HTR5A ag ctr | HTR5A inv ctr | Wnt bcat act | V-ATPase pH | PvdQ acylase | NSD2 HMT inh | MITF TRPM1 HTS
51	COc1cc(/C=N/n2c(COc3ccccc3)n[nH]c2=S)cc(OC)c1OC(C)=O
    -9 | -9 | -0.2 | -5 | 20 | 1 | -2 | -10 | . | -8
52	BrC(/C=N/N1CCN(Cc2ccccc2)CC1)=C/c1ccccc1
    -8 | -10 | -0.3 | 3 | -5 | 1 | 0 | 2 | 4 | .
53	CCn1nnnc1SCC(=O)N(C1CCCCC1)C1CCCCC1
    2 | -3 | -0.1 | 4 | -1 | . | 5 | -13 | 4 | -4
54	S=C(NCCN1CCOCC1)N1CCN(c2cccc(Cl)c2)CC1
    -6 | -3 | 8.4 | 3 | -14 | 0 | -3 | 6 | 0 | -1
55	Cc1sc2ncnc(SCC(=O)NCC3CCCO3)c2c1C (centres undefined)
    -8 | -8 | -0.1 | -4 | 11 | 0 | 4 | -12 | 1 | 3
56	COc1ccccc1OC(C)C(=O)N1CCc2ccccc21 (centres undefined)
    0 | -5 | -2.1 | -7 | 19 | 5 | 6 | -10 | 0 | 7
57	O=C(CCCn1c(SCC(=O)c2ccc(Cl)cc2)nc2ccccc2c1=O)NCc1ccco1
    14 | 6 | 2.4 | 0 | 5 | 2 | 1 | -4 | -1 | .
58	COc1cc(/C=N/Nc2ccc(C)cc2)cc(Br)c1O
    38 | -7 | 1.1 | 1 | -3 | -1 | 5 | -15 | 6 | -14
59	CCCCN(C(=O)CSc1ncn[nH]1)c1c(N)n(Cc2ccccc2)c(=O)[nH]c1=O
    -4 | -6 | 0.4 | 0 | 1 | -2 | -1 | -12 | -1 | .

Some of the entries so far, screen by screen:
32. O=C(O)c1ccc(S(=O)(=O)c2ccccc2)cc1
27. CC(C)(C)c1ccc(C(=O)N/C(=C\c2ccco2)C(=O)Nc2ccccc2C(=O)O)cc1
10. COc1ccc(S(=O)(=O)N2CCCC(C(=O)NC3CCCCC3)C2)cc1 (centres undefined)
Compound,32,27,10
SR-BI HDL uptake,27,.,-9
dFosB act,-2,-15,-3
CDK5 inh,2.7,-4.1,-0.6
HTR5A ag ctr,0,6,-1
HTR5A inv ctr,1,-17,-31
Wnt bcat act,0,5,.
V-ATPase pH,2,-2,1
PvdQ acylase,-10,-9,-6
NSD2 HMT inh,-5,5,2
MITF TRPM1 HTS,.,.,-2
